# Screening data as filed in PubChem.
# tim10-1 inh: tim10-1 yeast growth inhibition | S. cerevisiae tim10-1 ts strain growth, BacTiter-Glo, 24 h | inhibition, % at 20 µM | 330,000 tested, 2.2% active | AID 463190;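 active = inhibition of at least 40%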;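 also: mutant grown at 25 °C; 0% = DMSO wells with yeast and 100% = wells holding no yeast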
# tim23-1 inh: growth inhibitors of tim23-1 mutant yeast; S. cerevisiae tim23-1 growth, BacTiter-Glo luminescence, 24 h; inhibition, % at 20 µM; 330,000 tested, 1.3% active; AID 463212;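 active = growth inhibition of the mutant yeast at or above 50%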;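 also: temperature-sensitive mutant grown at 25 °C; plate controls were DMSO-treated mutant yeast for no effect and medium wells lacking yeast for full effect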
# APJ agonist: APJ receptor agonism. P35414. CHO-K1 APJ PathHunter beta-arrestin, luminescence; 0% DMSO wells, 100% apelin. activation, % at 20 µM. 330,000 tested, 0.11% active. AID 2520;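 active = activation more than six SD over the plate average, tested at 20 µM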;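 also: 0% = DMSO alone and 100% = apelin-13 at 10 nM; some results filed as inactive read as strong as hits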
# Target sequence (P35414 whole entry, looked up): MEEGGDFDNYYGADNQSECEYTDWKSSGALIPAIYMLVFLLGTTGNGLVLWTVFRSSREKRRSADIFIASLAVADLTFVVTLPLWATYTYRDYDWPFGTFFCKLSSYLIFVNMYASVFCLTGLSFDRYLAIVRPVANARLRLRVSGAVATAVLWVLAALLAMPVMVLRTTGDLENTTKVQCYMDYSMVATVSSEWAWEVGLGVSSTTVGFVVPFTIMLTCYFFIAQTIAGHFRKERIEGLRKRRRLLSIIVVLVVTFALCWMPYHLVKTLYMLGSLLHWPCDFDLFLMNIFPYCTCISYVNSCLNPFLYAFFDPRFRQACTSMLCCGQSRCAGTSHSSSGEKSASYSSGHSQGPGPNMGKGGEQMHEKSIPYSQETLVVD
#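 Test system: CHO-K1 APJ beta-arrestin complementation cell line. Amount: cell density 1000 per well. Controls: DMSO negative, 10 nM Apelin-13 positive. Signal: luminescent beta-gal fragment complementation, chemiluminescent substrate. Read-out basis: agonist-driven arrestin binding to APJ. Timing: compound stimulation 90 min at 25 °C, detection 60 min.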
# NALP3 yeast inh: NALP3 inhibition in yeast. Yeast reconstituted NLRP3/ASC/caspase-1, beta-gal luminescence, 24 h. inhibition, % at 10 µM. 330,000 tested, 0.39% active. AID 2825;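 active = inhibition of 50% or more; inactive = inhibition below 50%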;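 also: plate controls were induced DMSO wells for no effect and uninduced yeast grown without galactose for full effect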
# TIM10 inh: growth inhibitors of TIM10 yeast strain; inhibition, % at 10 µM; AID 463195; S. cerevisiae TIM10 strain growth, BacTiter-Glo luminescence, 24 h; 330,000 tested, 1.4% active;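 active = inhibition of 40% or more at the single tested concentration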;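 also: wild-type TIM10 isogenic control strain grown at permissive 25 °C; 0% = DMSO yeast wells and 100% = minimal medium wells without yeast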
# Mdm2-MdmX inh: human Mdm2/MdmX binding inhibition. O15151+Q00987. SaOS-2 split-luciferase Mdm2/MdmX complementation, luminescence. inhibition, % at 8 µM. 330,000 tested, 3% active;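 active = inhibition of at least 50% at 8 µM in the primary screen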
# UPR CHOP act: activators of apoptotic arm of unfolded protein response (CHOP). CHO-CHOP luciferase reporter, UPR activation, luminescence; percent of tunicamycin response over DMSO baseline. activation, % at 10 µM. 330,000 tested, 0.34% active;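 active = at 10 µM dose, activation of 40% or more, normalized to positive control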;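 also: 100% = tunicamycin at 10 µg/mL and 0% = DMSO alone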
#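 measured by = luciferase luminescence | assay system = CHO-CHOP cells, stable luciferase reporter of PERK-eIF2a-CHOP signalling | amount = 500 reporter cells seeded per well | timing = 6 h compound exposure at 37 °C after overnight seeding | controls = positive tunicamycin 10 µg/mL, negative DMSO alone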
# NR3A LBD binder: modulates the human NR3A ligand-binding domain; Tm shift relative to glycine control, % at 25 µM; 340,000 tested, 2.5% active; NR3A LBD differential scanning fluorimetry, Tm shift; 0% = protein alone, 100% = glycine-bound protein;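 active = melting temperature shift of at least 10% of the positive control shift, at one fixed dose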
# XBP1 UPR activ: adaptive UPR (XBP1) activation. 330,000 tested, 0.33% active. activation, % at 20 µM. CHO-XBP1 luciferase reporter, IRE1-XBP1 UPR activation, luminescence; percent of tunicamycin response, DMSO as zero. AID 463104;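 active = versus positive control, 20 µM dose yields 30% or more activation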;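 also: 100% = tunicamycin at 10 µg/mL and 0% = DMSO only wells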
#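 Assay system: CHO-XBP1 luciferase reporter cells; Schedule: 6 h treatment, 37 °C; Detection: glow luminescence from Steady-Glo reagent; Benchmarks: high control tunicamycin 10 µg/mL final, low control DMSO vehicle only.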
# An asterisk follows results filed as active; nt = no result given.
mol	tim10-1 inh	tim23-1 inh	APJ agonist	NALP3 yeast inh	TIM10 inh	Mdm2-MdmX inh	UPR CHOP act	NR3A LBD binder	XBP1 UPR activ
O=C(CCCc1ccccc1)Nc1cccc2c1CCCC2	7	1	-4	8	-4	-19	0.4	0	-2
COC(=O)C1=CN(c2cccc(C)c2)C=C(C(=O)OC)C1c1cc(OC)c(O)c([N+](=O)[O-])c1	10	38	-4	19	12	6	-0.1	0	4
CCOC(=O)Nc1ccc2c(c1)N(C(=O)CCN(C)C)c1ccccc1CC2	16	22	-2	21	13	2	0.2	1	-4
O=S(=O)(Nc1cc(S(=O)(=O)N2CCOCC2)ccc1NCC1CCCO1)c1ccccc1 (stereo unspecified)	-6	-2	-4	5	5	-1	0.9	-1	-2
CC(C)(C)c1ccc(C(=O)N2CCN(C(=O)c3ccco3)CC2)cc1	13	17	-5	24	18	16	0.1	0	-2
CN(C)CCOC(=O)C12CC3CC(CC(C3)C1)C2	0	11	-6	11	2	8	0.4	1	0
O=C(N/N=C/c1cccnc1)c1ccccc1OCc1cccc(Br)c1	25	22	1	34	3	9	-0.8	-1	1
COc1ccccc1N(CC(=O)Nc1c(C)cccc1C)S(C)(=O)=O	1	1	0	4	2	4	2.2	0	-4
Cc1cccc(C(=O)NCC(=O)OCC(=O)N(C)CC(=O)Nc2ccc(F)cc2)c1	-8	-4	-4	13	3	-5	0.2	-2	-4
COc1cc(S(=O)(=O)NC2CCCCC2C)ccc1F (stereo unspecified)	-9	27	-1	25	-11	11	0.9	2	-1
Cc1cc(C)n2nc(C(=O)NCc3cccc(C(F)(F)F)c3)nc2n1	7	23	0	7	-1	12	-1.2	0	0
Cc1csc2ncc(C(=O)Nc3cccc(C(F)(F)F)c3)c(=O)n12	8	11	-2	19	18	0	3.4	1	3
COc1ccc(S(=O)(=O)N2CCCC2C(=O)Nc2ccc(C(C)=O)cc2)cc1 (stereo unspecified)	15	13	-2	3	8	-21	-1.7	-1	0
Cc1ccccc1NC(=O)NCCc1nc2ccccc2[nH]1	9	7	5	16	-15	19	0.3	-3	-1
CC1CN(C(=O)c2ccc(N3CCCCC3)c([N+](=O)[O-])c2)CC(C)O1 (stereo unspecified)	17	13	-3	9	17	-3	2.3	-4	-1
CCCCn1c(SCC(=O)NCc2ccco2)nnc1-c1ccco1	17	8	1	4	-18	19	0.5	1	1
COC(=O)COn1c(SC(C)C)nc2ccccc2c1=O	18	22	0	1	-2	-34	-0.9	1	-2
Cc1ccc(-c2nnn(CC(=O)N(CCN3CCOCC3)C(C(=O)NC(C)(C)C)c3ccc(C)o3)n2)cc1 (stereo unspecified)	2	13	-6	-7	-1	2	-1.1	-1	1
CCOc1ncccc1C(=O)OCc1nnc(-c2ccccc2)o1	13	-2	-6	15	3	6	-0.6	0	-1
Cc1nnsc1-c1nnc(SCC(=O)c2ccccc2)n1C1CC1	6	9	-2	-1	-5	27	2.6	3	3
Cc1ccc(-c2nnn(CC(=O)NC3CC4CCC3C4)n2)cc1 (stereo unspecified)	18	14	-4	12	22	6	1.3	-1	1
CC(C)CCNC(=O)C1CCN(c2nc3ccccc3o2)CC1	6	29	-6	30	-8	10	-1.4	0	-3
CC(=O)Nc1ccc(S(=O)(=O)N2CCC(C(=O)N[C@@H](C)C(=O)NC3CCCC3)CC2)cc1	-6	-3	-1	11	-6	5	-0.4	1	-2
Cc1csc(NC(=O)C2CCCCC2)n1	-5	18	-1	10	-7	-22	4.5	0	1
CCc1ccccc1N(CC(=O)OC)S(C)(=O)=O	5	4	-1	2	7	3	0.9	-3	0
CC1(C)CC(=O)c2ccc(O)cc2O1	6	9	-2	16	-1	7	-2.5	-1	-2
O=C(CC(=O)Nc1ccc(F)cc1)Nc1ccc(F)cc1	6	0	-3	15	-12	-15	-0.8	1	-1
CNc1nc(-c2ccc([N+](=O)[O-])cc2)cs1	38	15	-2	-10	7	-5	1.0	0	0
CCOC(=O)CN1CC23C=CC(O2)C(C(=O)Nc2ccc(F)cc2)C3C1=O (stereo unspecified)	4	10	4	11	10	-29	-1.4	-14	0
COc1ccc(CNc2nc3ccccc3s2)cc1OC	-9	31	-2	37	8	-1	4.9	0	0
Cc1ccc(NC(=O)CN2C(=O)C3CCCCN3C(=O)c3ccccc32)cc1 (stereo unspecified)	12	7	-3	7	-3	12	-1.1	0	0
CCc1ccccc1NC(=S)N(CCCN(C)C)Cc1cc2cc3c(cc2[nH]c1=O)OCO3	10	29	0	0	-10	27	-0.9	-2	-3
Cc1ccc2nc(/C(C#N)=C/c3ccc(-c4ccccc4C(=O)O)o3)[nH]c2c1	9	14	-1	11	2	-19	1.6	-26	-8
O=C(Nc1ccccc1C(=O)N1CCCCC1)c1cccs1	16	1	-5	16	-2	3	0.4	2	-3
CC(/C=N/n1c(-c2cc(C)[nH]n2)n[nH]c1=S)=C\c1ccco1	14	11	-4	12	11	-4	1.5	3	-2
COc1ccccc1OCc1nnc(SCC(=O)N2CCCCC2)o1	-4	5	1	19	2	17	1.6	-1	-2
CC1/C(=N/O)CC(c2ccco2)NC1c1ccco1 (stereo unspecified)	2	4	-4	12	3	-4	1.0	-3	-2
C[C@@H]1COC(=O)[C@H](NC(=O)OCC2c3ccccc3-c3ccccc32)C/C=C\C[C@@H](CC(=O)N[C@H](CO)Cc2ccccc2)C(=O)N1	16	11	-2	22	2	6	-0.9	-5	-2
Cc1ccc(S(=O)(=O)NCCOC(=O)Nc2sc(=S)n(C)c2C)cc1	-19	-10	1	10	0	8	-0.4	0	-1
O=C(N/N=C/c1ccccc1)c1cccc2ccccc12	11	4	-4	20	27	-14	7.6	2	2
C[C@H](N=C1NS(=O)(=O)c2ccccc21)C(=O)OCc1cc([N+](=O)[O-])cc2c1OCOC2	-5	-13	1	-3	-16	26	-1.7	0	-3
O=C(NCC1COc2ccccc2O1)C1CCCN(S(=O)(=O)c2cnc[nH]2)C1 (stereo unspecified)	24	6	0	4	10	0	3.8	-2	-2
CCN1C(=NCc2cccc(Cl)c2)N[C@@H](c2cccc(F)c2)C(C(=O)OC)=C1C	0	9	2	18	-2	47	1.9	1	-1
O=C(O)/C=C/C(=O)Nc1ccc2c(c1)NC(=O)CO2	5	0	-1	11	-5	-1	-1.6	1	-3
Cc1ccc(-c2cc3nc4c(c(=O)n3[nH]2)CCCC4)cc1	0	10	0	10	-3	4	-1.5	-1	-7
Cc1ccc(OCc2n[nH]c(=S)n2-c2ccc(C)cc2)cc1	13	37	-2	9	30	15	0.4	3	0
CCN1CCN(C(c2ccc(F)cc2)c2nnnn2Cc2ccc3c(c2)OCO3)CC1 (stereo unspecified)	15	-2	-3	8	1	17	-1.3	-1	1
CCS(=O)(=O)C1=NN2C(=N)/C(=C\c3ccc(OS(=O)(=O)c4ccccc4)c(OC)c3)C(=O)N=C2S1	9	11	-2	-2	21	9	-1.5	nt	-5
Cc1cc(N2C(=O)CCC2=O)n(-c2ccccc2)n1	4	9	0	-4	-22	-19	0.7	1	-1
O=c1[nH]c2ccccc2c2cn(-c3ccccc3)nc12	13	19	0	16	21	23	6.3	-4	8

# Continuation:
mol	tim10-1 inh	tim23-1 inh	APJ agonist	NALP3 yeast inh	TIM10 inh	Mdm2-MdmX inh	UPR CHOP act	NR3A LBD binder	XBP1 UPR activ
CCOc1ccc(NC(=O)CSc2nc(O)c(C)c(=O)n2-c2ccc(F)cc2)cc1	2	24	0	19	15	-1	0.1	1	-2
O=c1c2ccccc2sn1-c1cc(S(=O)(=O)N2CCOCC2)ccc1N1CCOCC1	-1	17	3	13	7	-15	-0.5	3	0
CC1=CC(C)(C(Cl)Cl)C(C)=CC1=O (stereo unspecified)	11	10	-1	-22	2	-3	-2.2	-1	2
CCC(=O)Nc1cc(C)c(NC(=O)CCc2ccccc2)cn1	-6	6	4	-3	-24	11	-0.4	1	-2
CN(CC(=O)Nc1ccccc1Cl)CC(=O)N(C)c1c(N)n(Cc2ccccc2)c(=O)[nH]c1=O	13	15	-2	10	1	15	-0.5	0	-3
CC(=O)C1=C(O)C(=O)N(c2ccc(Br)cn2)C1c1ccccc1[N+](=O)[O-] (stereo unspecified)	-9	10	-1	7	12	-12	0.8	-1	-4
CCC(=O)N1CCc2cc(S(=O)(=O)NC(C(=O)NC3CCCc4ccccc43)C(C)C)ccc21 (stereo unspecified)	8	13	-1	9	20	4	0.7	4	2
Cc1ccc(S(=O)(=O)c2nc(-c3ccccc3)oc2NCCN2CCOCC2)cc1	17	9	1	14	-4	2	-0.9	2	0
O=C(c1ccco1)N(CCCN1CCOCC1)c1nc(-c2ccc(Cl)cc2)cs1	5	18	-3	21	19	14	-0.2	-16	-3
Cc1cc(CN2CCN(CC(=O)Nc3cc(C(F)(F)F)ccc3-n3cncn3)CC2)no1	11	18	-2	1	17	-3	-0.1	2	-1
CCCN1CCN(C(=O)c2noc3c2COc2ccc(C)cc2-3)CC1	15	1	0	11	13	-11	1.0	-14	-1
CS(=O)(=O)N1CCC(C(=O)Nc2ccc(Cl)cc2)CC1	19	11	-3	5	8	-6	1.3	3	-2
CC(Oc1ccccc1)C(=O)N1CCC2(CC1)CC(=O)c1ccccc1O2 (stereo unspecified)	24	11	1	-1	10	26	-0.2	-1	-5
CN(C)S(=O)(=O)c1cccc(NC(=O)c2ccc3c(c2)S(=O)(=O)N=C2CCCCCN23)c1	6	10	5	19	-1	25	0.2	nt	0
Cc1cc(C)c(S(=O)(=O)N2CCCCC2CCNC(=O)C(=O)NCC2CCCO2)c(C)c1 (stereo unspecified)	27	26	-5	10	6	21	-1.1	0	-3
COc1ccc(CC(=O)c2ccc(O)cc2O)cc1OC	25	15	1	-4	20	1	0.1	1	2
COc1cc2c(cc1OC)C(c1ccc([N+](=O)[O-])cc1)N(C(C)=O)CC2 (stereo unspecified)	-33	-9	-3	11	-7	11	-0.9	-1	-2
COCC1CCCCN1C(=O)c1ccc2nc(Cc3ccc(OC)c(OC)c3)oc2c1 (stereo unspecified)	7	14	-3	13	9	3	0.9	1	-2

# Three entries from above, arranged by formula weight, low to high:
mol	tim10-1 inh	tim23-1 inh	APJ agonist	NALP3 yeast inh	TIM10 inh	Mdm2-MdmX inh	UPR CHOP act	NR3A LBD binder	XBP1 UPR activ
O=c1c2ccccc2sn1-c1cc(S(=O)(=O)N2CCOCC2)ccc1N1CCOCC1	-1	17	3	13	7	-15	-0.5	3	0
Cc1cc(C)c(S(=O)(=O)N2CCCCC2CCNC(=O)C(=O)NCC2CCCO2)c(C)c1 (stereo unspecified)	27	26	-5	10	6	21	-1.1	0	-3
CCC(=O)N1CCc2cc(S(=O)(=O)NC(C(=O)NC3CCCc4ccccc43)C(C)C)ccc21 (stereo unspecified)	8	13	-1	9	20	4	0.7	4	2

# Of the compounds above, three contain a CF3 group:
mol	tim10-1 inh	tim23-1 inh	APJ agonist	NALP3 yeast inh	TIM10 inh	Mdm2-MdmX inh	UPR CHOP act	NR3A LBD binder	XBP1 UPR activ
Cc1cc(C)n2nc(C(=O)NCc3cccc(C(F)(F)F)c3)nc2n1	7	23	0	7	-1	12	-1.2	0	0
Cc1csc2ncc(C(=O)Nc3cccc(C(F)(F)F)c3)c(=O)n12	8	11	-2	19	18	0	3.4	1	3
Cc1cc(CN2CCN(CC(=O)Nc3cc(C(F)(F)F)ccc3-n3cncn3)CC2)no1	11	18	-2	1	17	-3	-0.1	2	-1
